Compound activity as filed in PubChem.
KCNK9 block: blocks the human KCNK9 two-pore domain potassium channel. Q9NPC2. HEK293 KCNK9, FluxOR thallium flux fluorescence; active compounds read low. B-score at 10 µM. actives 1.2% (n = 310,000). AID 488922;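 active = ratio B-score over 3 SD below the library mean, with starting fluorescence within 5 SD of its mean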;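 note: negative B-score means less thallium flux so channel inhibition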
hERG protect: compounds protecting human hERG from proarrhythmic drug block. Q12809. actives 0.51% (n = 310,000). activation (rescue from dofetilide block), less the hit threshold, % at 10 µM. CHO-hERG, FluxOR thallium flux, dofetilide IC70 present. AID 1511;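 active = activation above the mean of controls blocked by dofetilide plus 5 SD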;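 note: thallium influx through hERG after potassium depolarization seen as dye fluorescence rise; in these data hits start at about 4.7%; inactives centre near -7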
KCNK3 inh: human KCNK3 channel inhibition, primary screen | B-score at 10 µM | CHO-KCNK3 thallium flux, FluxOR fluorescence; active compounds read low | actives 0.84% (n = 340,000) | O14649;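 active = B-score under library mean minus 4 SD, starting fluorescence ratio at most library mean plus 5 SD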;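 note: more negative B-score means stronger inhibition of thallium flux through KCNK3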
Target sequence (O14649 whole entry, looked up): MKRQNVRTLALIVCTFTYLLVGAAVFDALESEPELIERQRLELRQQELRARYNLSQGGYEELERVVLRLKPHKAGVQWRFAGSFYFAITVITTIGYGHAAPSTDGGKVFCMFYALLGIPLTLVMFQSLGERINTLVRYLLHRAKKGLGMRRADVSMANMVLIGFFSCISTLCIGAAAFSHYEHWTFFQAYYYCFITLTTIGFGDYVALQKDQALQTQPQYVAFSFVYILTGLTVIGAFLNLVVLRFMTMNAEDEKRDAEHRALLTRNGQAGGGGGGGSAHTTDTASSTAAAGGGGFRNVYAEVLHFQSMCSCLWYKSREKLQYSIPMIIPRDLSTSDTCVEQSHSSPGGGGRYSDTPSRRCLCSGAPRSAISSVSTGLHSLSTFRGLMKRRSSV
KCNQ1 act: potentiators or activators of human KCNQ1 potassium channel; B-score at 10 µM; P51787; CHO-K1 KCNQ1, thallium flux FluxOR fluorescence; active compounds read high; actives 0.35% (n = 310,000);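 active = fluorescence ratio B-score, a plate-corrected score, at least three library SD, with initial intensity B-score within 5 SD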
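System: CHO-K1 cells stably expressing KCNQ1 / Medium: assay buffer for compound exposure, DMSO matched across wells / Reagent: thallium- and potassium-containing depolarizing buffer / Compound: one concentration, matched DMSO / Incubation: 20 min compound pretreatment at room temperature / Measured by: kinetic FluxOR fluorescence, 10 s baseline plus 110 s post-stimulus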
PolyA inhibitor: yeast polyadenylation inhibition; S. cerevisiae SKY197-pL101 polyadenylation reporter, beta-gal luminescence; efflux-impaired pdr1/pdr3 knockout yeast; score 100 = 6 SD above DMSO; calls only at 12 µM; actives 0.02% (n = 300,000); AID 1875;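 active = lowest replicate activity score at least 50, where 100 means six control SD above control mean; inconclusive = lowest score under 50 but half or more replicates reach 50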;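 note: yeast exposed to compound for 9 h at 30 °C; higher score means more reporter readthrough which indicates perturbed polyadenylation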
GSK3 alpha inh: blocks human GSK-3 alpha kinase; ADP-Glo luminescence, 60 min; actives 0.1% (n = 320,000); AID 2650; inhibition, % at 10 µM; P49840;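 in the data active = inhibition above about 50%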;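 note: GST-tagged GSK-3 alpha with peptide substrate and 25 µM ATP; 0% = DMSO neutral wells and 100% = GW8510 positive control wells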
Target sequence (P49840 whole entry, looked up): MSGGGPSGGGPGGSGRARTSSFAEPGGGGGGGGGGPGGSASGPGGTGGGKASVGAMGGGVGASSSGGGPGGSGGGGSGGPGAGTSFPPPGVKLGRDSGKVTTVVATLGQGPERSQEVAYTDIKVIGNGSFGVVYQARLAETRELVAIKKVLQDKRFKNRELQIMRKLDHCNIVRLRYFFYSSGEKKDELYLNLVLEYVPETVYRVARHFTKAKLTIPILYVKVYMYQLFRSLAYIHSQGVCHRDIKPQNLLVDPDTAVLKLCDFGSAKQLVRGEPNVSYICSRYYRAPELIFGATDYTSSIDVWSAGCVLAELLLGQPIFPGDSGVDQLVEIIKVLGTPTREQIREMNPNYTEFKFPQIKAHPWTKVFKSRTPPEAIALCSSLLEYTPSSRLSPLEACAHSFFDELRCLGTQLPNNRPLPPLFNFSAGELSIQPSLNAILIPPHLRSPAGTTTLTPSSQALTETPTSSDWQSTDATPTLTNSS
RGS4 pot: potentiators or activators of RGS4; actives 0.92% (n = 310,000); HEK293 M3R/inducible RGS4, carbachol calcium flux Fluo4; active compounds read low; B-score at 10 µM;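 active = B-score of the integrated calcium signal more than 4 SD below the library mean, with starting fluorescence not abnormally high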;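 note: negative B-score means reduced calcium response which marks RGS4 activation or potentiation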
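Material: Inducible-RGS4 HEK293 cells carrying M3 receptor; also added: carbachol at ECmax as muscarinic agonist stimulus; incubation: compound preincubation 20 min at room temperature before agonist; signal: Fluo4-AM (2 µM) calcium-flux fluorescence, kinetic read; measure: integrated calcium ratio converted to B score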
GSK3beta inhib: blocks human GSK3beta kinase activity | P49841 | GST-GSK3beta kinase, ADP-Glo luminescence, 60 min; active compounds read low | activity score (negative = inhibition), % at 10 µM | actives 0.038% (n = 300,000);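 active = more than half of replicate wells score below -50%, meaning over 50% inhibition versus plate controls; inconclusive = some replicates but at most half score below -50%; inactive = no replicate scores below -50%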;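 note: 0% = median DMSO wells and -100% = median GW8510 positive control wells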
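Test system: GST-fused GSK3beta enzyme, cell-free | Quantity: 1.6 ng GST-GSK3beta enzyme per well | Reagent: 25 µM ATP with peptide substrate | Schedule: 60 min enzyme reaction, room temperature | Signal: Luminescent ADP-Glo measurement of ADP formed | Read-out basis: Score relative to plate controls | Control set: DMSO and 20 µM GW8510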
HDAC3 inh: inhibitors of human histone deacetylase 3 | O15379 | recombinant HDAC3, fluorogenic peptide/trypsin coupled, fluorescence | inhibition, % at 8.3 µM | actives 0.15% (n = 320,000) | AID 2718; in the data active = inhibition above about 26%, passing the limit was not always enough; inconclusive = no clear call, values can overlap the other calls
KCNQ1 inh: human KCNQ1 channel inhibition. actives 1.3% (n = 310,000). CHO-K1 KCNQ1, FluxOR thallium flux fluorescence; active compounds read high. B-score at 10 µM. P51787;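 active = compounds whose thallium flux B-score, printed positive for inhibition, exceeds three library SD while starting fluorescence stays within three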;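 note: channel opened by potassium depolarization with thallium stimulus after 20 min compound exposure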
DYRK1A inh: Dyrk1A (rat) kinase inhibition. Q63470. ADP-Glo luminescence, NFATc1 peptide. inhibition, % at 12.5 µM. actives 0.43% (n = 310,000). AID 504441; in the data active = inhibition above about 50%;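 note: plate controls were vehicle with enzyme for no effect and no enzyme for full effect; many of its hits are not listed in these tables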
Starred values were filed as active, the others as inactive; i = inactive; u = inconclusive; x = no result given. Only part of the results is shown. The share of hits here may be higher or lower than overall.

SMILES	KCNK9 block	hERG protect	KCNK3 inh	KCNQ1 act	PolyA inhibitor	GSK3 alpha inh	RGS4 pot	GSK3beta inhib	HDAC3 inh	KCNQ1 inh	DYRK1A inh
CCOC(=O)CSc1nc2c(c(=O)[nH]c(=O)n2C)n1Cc1ccccc1	i	-3	i	i	x	-1	i	-4	9	i	x
CCN(CC)S(=O)(=O)c1ccc(N2CCOCC2)c(NS(=O)(=O)c2ccc(C)c(C)c2)c1	i	-14	i	i	i	0	i	2	2	i	0
O=C(NC(=O)N1CCN(c2ccc([N+](=O)[O-])cn2)CC1)c1ccccc1F	i	-3	i	i	i	0	i	-6	-6	i	0
O=C(NCCCN1CCCC1=O)c1ccc([N+](=O)[O-])s1	i	-8	i	i	i	-2	i	2	9	i	8
O=C(CN1CCCC1)Nc1ccc(F)cc1	i	-10	i	i	i	-1	i	-1	-5	i	-3
Cc1cc(C)c(S(=O)(=O)c2ccc(C(C)(C)C)cc2)c(Cl)n1	i	-1	i	i	i	-2	i	5	-9	i	3
C=CCN1C(=O)C(C)(C)N(C(C)=O)c2ccccc21	i	-9	i	i	i	x	i	1	-4	i	-1
Cc1cccc(NC(=S)N(CCN(C)C)C(C)c2ccco2)c1 (centres undefined)	i	-9	i	i	i	-1	i	4	-4	i	3
CCCC(C)C(=O)Nc1ccc(S(=O)(=O)Nc2nccs2)cc1 (centres undefined)	i	-5	i	i	i	-1	i	-20	4	i	-9
Cc1ccc(NC(=O)COCC(=O)Nc2ccc(F)cc2)cc1	i	-13	i	i	i	0	i	2	-4	i	-3
Cc1cc(N2CCOCC2)ccc1/C=C1/SC(=O)NC1=O	i	-3	i	i	i	5	i	2	2	i	2
O=C(O)c1cn(Cc2ccccn2)c(=O)c2ccccc12	i	-1	i	i	i	-1	i	3	3	i	2
O=C(NCC1CCCCC1)c1cccc(Br)c1	i	-7	i	i	i	1	i	0	-3	i	-8
O=C1[C@H]2[C@@H](C3CC3)N3C(=O)CN(Cc4ccccn4)C(=O)[C@@]3(Cc3ccccc3)[C@H]2C(=O)N1c1ccccc1	i	-7	i	i	i	0	i	-4	1	i	-10
Cc1ccc(-c2cc(C(=O)NC3=NCCS3)c3ccccc3n2)cc1C	i	-13	i	i	i	-2	i	1	12	i	-1
Cc1nn(-c2cccc(C(=O)O)c2)c(C)c1Oc1ccccc1O	i	1	i	i	i	x	i	0	2	i	6
Cc1ccc(NC(=O)CC(C)N2CCCC2)cc1 (centres undefined)	i	-1	i	i	i	-1	i	-1	-4	i	-3
Cc1ccc2cccc(NC3OC(=O)c4ccccc43)c2n1 (centres undefined)	i	-10	i	i	i	1	i	0	2	i	1
CC(C)OCCCNc1nc2c(c(=O)n(Cc3ccccc3F)c(=O)n2C)n1C	i	-13	i	i	i	-1	i	-4	-3	i	3
Cc1cc(C(=O)COC(=O)C2=COCCO2)c(C)n1-c1ccc2c(c1)OCO2	i	-18	i	i	i	-1	i	-1	5	i	-2
COc1cc2nc(CN(C)Cc3ccc(F)cc3)[nH]c(=O)c2cc1OC	i	-7	i	i	i	-3	i	1	-2	i	5
S=c1[nH]nc(-c2ccco2)n1/N=C/c1ccccc1Cl	i	-2	i	i	i	-3	i	-2	-5	i	0
COc1cccc(C(=O)Nc2cc(C)on2)c1OC	i	-8	i	i	i	0	i	1	-3	i	-4
COc1ccc(CCN(C)Cc2ccc(OC)c(OCc3ccccc3)c2)cc1OC	i	-19	i	i	i	-2	i	-1	1	i	-6
Cc1ccc(NC(=S)NNC(=O)c2c(Cl)c(C)nn2C)cc1	i	-13	i	i	i	-7	i	2	14	i	-6
CC(=O)N1c2ccc(S(=O)(=O)NC(CC(=O)O)c3ccc(Br)cc3)cc2CC1C (centres undefined)	i	-5	i	i	i	x	i	-3	-5	i	1
Cc1ccc(-n2nnc3c(=O)n(CC(=O)NCc4ccccc4)cnc32)cc1	i	-3	i	i	i	0	i	-4	5	i	2
O=C(O)/C=C/C(=O)NC1CCCCCCCCCCC1	i	-4	i	i	i	-1	i	1	-8	i	x
Cc1ccsc1/C=N/NC(=O)Cn1cnc2ccccc21	i	-6	i	i	i	2	i	-6	5	i	-5
Cn1cnnc1SCCCN1C(=O)c2cccc3cccc(c23)C1=O	i	-4	i	i	i	1	i	0	2	i	x
Cc1oc(-c2ccccc2F)nc1CS(=O)CC(=O)NCc1ccc2c(c1)OCO2 (centres undefined)	i	-13	i	i	i	0	i	2	-6	i	5
Cc1ccc(C(=O)NCCC(=O)N2CCC3(CC2)NCCc2[nH]cnc23)cc1C	i	-6	i	i	i	-4	i	2	0	i	x
O=C(Nc1ccc2c(c1)OCCO2)C1CCCN(S(=O)(=O)c2cccnc2)C1 (centres undefined)	i	-8	i	i	i	-1	i	0	-3	i	-10
COc1ccc(O)c(-c2cn[nH]c2-c2cccs2)c1	i	-6	i	i	i	1	i	2	u	i	-6
Cn1c(NC(=O)c2cc(-c3ccc4c(c3)OCO4)nc3ccccc23)cc(=O)n(C)c1=O	i	-2	i	i	i	1	i	1	1	i	10
Cc1ccnc(NC(=O)CNC(=O)c2ccc3ccccc3c2)c1	i	-19	i	i	i	4	i	2	-8	i	-8
O=C(CSc1nc(O)c(C2CCCCC2)c(=O)[nH]1)Nc1ccc(Cl)cc1	i	-15	i	i	i	-2	i	1	5	i	0
COc1ccc(-n2cc(C#N)c(=O)[nH]c2=O)cc1	i	-3	i	i	i	-1	i	0	1	i	-1
CCN1C(=O)[C@H]2[C@@H](c3ccc(-c4ccc(C(C)=O)cc4)c(OC)c3)N[C@@](Cc3ccccc3)(C(=O)OC)[C@H]2C1=O	i	-2	i	i	i	0	i	2	2	i	-7
C/C(=N/NC(=O)c1sc(=S)n(C)c1C)c1ccccc1	i	-5	i	i	i	-5	i	-4	4	i	-3
COC(=O)C1=C[C@@H](C(=O)OC)C2C3=C(C(=O)C24CCCCC4)[C@H](C)n2c(=O)n(C)c(=O)n2[C@@H]3C1 (some centres undefined)	i	-2	i	i	i	-1	i	-2	6	i	1
COc1ccc2nc(SCC(=O)c3ccco3)[nH]c2c1	i	-5	i	i	i	0	i	-2	2	i	22
CCC(C)(C)NC(=O)C(c1cccc(OC)c1OC)N(C(=O)CCC(=O)Nc1cc(C)on1)C(C)C (centres undefined)	i	-3	i	i	i	1	i	4	2	i	-1
COc1cccc(Cn2cnc3c([N+](=O)[O-])c(C)c(C)cc32)c1	i	-6	i	i	i	1	i	0	-1	i	19
Cc1cc(C)nc(SCC(=O)N2CCOCC2)n1	i	-3	i	i	i	-4	i	0	-2	i	-4
C#CCNC(=O)C1=C[C@H](c2ccc3c(c2)OCO3)C[C@H](OCCCCO)O1	i	-9	x	i	i	-2	i	2	-3	i	x
O=C1C(C=NCCCN2CCOCC2)=C(O)c2ccccc21	i	-2	i	i	i	-4	i	-1	2	i	6
O=C(CSc1nnc(SCc2ccc(Cl)cc2)s1)N1CCN(C(=O)c2ccco2)CC1	i	-9	i	i	i	0	i	2	5	i	1
Cc1ccccc1Nc1nc(N2CCOCC2)nc(N2CCOCC2)n1	i	-7	i	i	i	-1	i	-1	10	i	1
C(=N\Nc1ccc2nncn2n1)/c1ccco1	i	-7	i	i	i	6	i	1	2	i	3
O=C(CCN1CCN(c2ccccc2)CC1)NNC(=S)Nc1ccccc1	i	-17	i	i	i	-3	i	-1	-6	i	-1
CC(C)NC(=O)/C(C#N)=C/c1cccc(NC(=O)c2ccccc2Cl)c1	i	-17	i	i	i	-3	i	-2	3	i	-4
Cc1cc(C(=O)OCC(=O)N(C)C2CCS(=O)(=O)C2)c(C)n1-c1ccccc1 (centres undefined)	i	-10	i	i	i	-3	i	0	-6	i	-8
CCN(CC)CCNC(=O)c1cccc(NC(=O)C(=O)c2ccccc2NC(C)=O)c1	i	-10	i	i	i	0	i	x	12	i	-4
Cc1ccc(-c2cc(C(=O)Nc3nn[nH]n3)c3ccccc3n2)c(C)c1	i	-11	i	i	i	-2	i	-1	4	i	5
COc1ccc(OC)c(S(=O)(=O)NCc2cccnc2)c1	i	-7	i	i	i	-5	i	-4	1	i	-2
CC1(C)Cc2c(cnn2-c2cccc(F)c2)C(NC(=O)c2csnn2)C1 (centres undefined)	i	-11	i	i	i	0	i	5	-2	i	9
COc1ccc(CC(=O)OCC(=O)Nc2ccc(Cl)cn2)cc1	i	-4	i	i	i	x	i	-30	7	i	14
CCN(CC)S(=O)(=O)c1ccc2c(c1)nc(SCn1nnc3ccccc3c1=O)n2CC	i	-12	i	i	i	-1	i	1	5	i	7
CC/C(=N\NC(=O)c1ccc(Br)cc1)c1ccccc1	i	-11	i	i	i	-1	i	2	0	i	1
Additional records follow.
SMILES	KCNK9 block	hERG protect	KCNK3 inh	KCNQ1 act	PolyA inhibitor	GSK3 alpha inh	RGS4 pot	GSK3beta inhib	HDAC3 inh	KCNQ1 inh	DYRK1A inh
Cc1ccc(C(=O)Nc2ccc3c(c2)CCC3)o1	i	-9	i	i	x	1	i	-4	-2	i	3
O=C(NCCN1CCOCC1)c1cc(-c2ccc(F)cc2)nc2ccccc12	i	-15	i	i	i	-2	i	3	-7	i	-3
CCOc1ccc(-c2cccc(NC(=O)c3cccs3)c2)nn1	i	-14	i	i	i	-2	i	3	-2	i	5
COc1ccc(C(=O)C(Cc2cc(C(C)=O)ccc2OC)N2CCCC2)cc1 (centres undefined)	i	-14	i	i	i	-2	i	0	3	i	4
CC1=C(C(=O)Nc2ccccn2)C(c2ccc3c(c2)OCO3)C2=C(CC(C)(C)CC2=O)N1 (centres undefined)	i	-12	i	i	i	-2	i	-1	6	i	-4
Cc1ccccc1COc1cccc(/C=N/NC(=O)c2nnn(-c3nonc3N)c2C)c1	i	0	i	i	i	-2	i	2	-1	i	-4
CNC(=O)/C(=C\c1ccco1)NC(=O)c1ccco1	i	2	i	i	i	0	i	-1	3	i	x
Cc1ccn2c(Nc3ccc4c(c3)OCO4)c(-c3ccccn3)nc2c1	i	-14	i	i	i	-2	i	1	9	i	-1
